Source: PubChem BioAssay (Broad Institute)
E-selectin induc: E-selectin induction on HUVECs. AID 686992. HUVEC E-selectin immunofluorescence imaging; normalized: neutral wells 0, TNF-alpha wells 100. 260,000 compounds, 0.37% hits. P16581. activation, % at 7.58 µM;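 active = mean E-selectin-positive cell signal at least 10% of the positive control, reached in at least 60% of replicates, without over 20% cell loss; inconclusive = no rule given, readout overlaps actives, possibly toxicity-flagged; inactive = the rest, including those meeting only one limit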;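 note: in these data hits start at about 27%; measured in HUVEC primary endothelial cells; signal is the percent of cells scored E-selectin positive by PE staining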
Target sequence (P16581 whole entry, looked up): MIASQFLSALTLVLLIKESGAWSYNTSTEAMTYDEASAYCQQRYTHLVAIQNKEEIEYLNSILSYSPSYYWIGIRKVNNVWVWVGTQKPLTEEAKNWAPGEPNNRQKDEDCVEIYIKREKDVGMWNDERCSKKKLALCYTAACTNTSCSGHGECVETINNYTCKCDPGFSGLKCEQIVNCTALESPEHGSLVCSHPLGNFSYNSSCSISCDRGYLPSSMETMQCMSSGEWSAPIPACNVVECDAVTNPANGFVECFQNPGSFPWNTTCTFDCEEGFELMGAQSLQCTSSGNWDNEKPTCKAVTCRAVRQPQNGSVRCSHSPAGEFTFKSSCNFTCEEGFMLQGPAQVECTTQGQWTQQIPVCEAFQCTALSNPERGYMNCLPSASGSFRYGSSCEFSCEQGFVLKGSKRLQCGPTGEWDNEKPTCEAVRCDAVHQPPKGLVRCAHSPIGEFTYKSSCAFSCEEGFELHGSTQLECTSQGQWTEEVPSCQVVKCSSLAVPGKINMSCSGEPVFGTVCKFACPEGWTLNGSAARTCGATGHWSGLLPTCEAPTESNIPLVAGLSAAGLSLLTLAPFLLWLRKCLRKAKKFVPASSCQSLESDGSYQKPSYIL
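Test system: HUVEC; input: 3,000 HUVEC/well; measured by: immunofluorescence imaging; read-out: % PE-positive cells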
PglD DTNB: PglD (C. jejuni) enzyme inhibition; 360,000 compounds, 0.098% hits; AID 602405; purified PglD enzyme, DTNB colorimetric CoA detection; inhibition, % at 12.5 µM; in the data active = inhibition above about 16%, passing the limit was not always enough; inconclusive = no clear call, values can overlap the other calls; note: strong numbers were not always called active
S100A4 MyoIIA: S100A4-myosin IIA interaction inhibition | 360,000 compounds, 0.14% hits | inhibition, % at 10.7 µM | S100A4/TAMRA-MyoIIA peptide fluorescence polarization;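 active = mean inhibition of at least 70% across replicates, with every replicate also reaching that level; inconclusive = mean inhibition reaches 70% but some replicates fall short; inactive = mean inhibition below 70%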
Target sequence (P26447 whole entry, looked up): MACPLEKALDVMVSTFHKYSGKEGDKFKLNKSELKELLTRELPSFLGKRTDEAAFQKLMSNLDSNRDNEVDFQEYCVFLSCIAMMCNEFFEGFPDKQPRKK
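System – human S100A4 monomer protein, biochemical binding assay · Buffer or medium – Calcium-containing HEPES buffer, pH 7.2 · Timing – 5 min between mix addition and reading · Also added – TAMRA-labelled myosin IIA heavy-chain peptide probe, 5 nM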
Statin myotox sup: suppression of simvastatin myotoxicity; AID 602340; rescue of ATP level, % at 7.49 µM; 330,000 compounds, 0.78% hits; C2C12 myotubes + simvastatin, ATP luminescence, 48 h; scaled: DMSO 0, geranylgeraniol control 100;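 active = mean ATP rescue above about 67%, or every replicate alone reaching that limit, limit read from the data, passing the limit was not always enough; inconclusive = no clear call, values can overlap the other calls; inactive = mean under the limit and some replicate under it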;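 note: myotubes were challenged with 10 µM simvastatin during compound exposure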
ERp5 inh: ERp5 (human) disulfide isomerase inhibition; Q15084; ERp5 insulin aggregation, absorbance 650 nm, 90 min; inhibition, % at 9.99 µM; 350,000 compounds, 0.05% hits; AID 651711;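 active = mean replicate inhibition above about 25%, with every replicate also reaching it, limit read from the data, passing the limit was not always enough; inconclusive = only one of those two criteria met; inactive = neither criterion met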
SIRT5 block: sirtuin-5 (human) deacylase inhibition; AID 652115; Q9NXA8; Purified SirT5, succinyl-peptide AMC, trypsin-coupled fluorescence; inhibition, % at 15 µM; 330,000 compounds, 1.1% hits; in the data active = inhibition above about 15%; inconclusive = no clear call, values can overlap the other calls
Target sequence (Q9NXA8 whole entry, looked up): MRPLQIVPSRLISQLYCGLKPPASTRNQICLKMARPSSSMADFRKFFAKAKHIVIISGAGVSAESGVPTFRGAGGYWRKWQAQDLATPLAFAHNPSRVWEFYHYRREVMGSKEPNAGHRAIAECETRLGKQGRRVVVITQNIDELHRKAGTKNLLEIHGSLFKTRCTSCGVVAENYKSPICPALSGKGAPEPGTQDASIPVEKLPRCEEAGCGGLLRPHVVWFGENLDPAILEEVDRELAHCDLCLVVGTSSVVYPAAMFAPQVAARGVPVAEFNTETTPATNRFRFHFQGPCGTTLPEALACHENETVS
DENV2 CPE rescue: DENV2-induced cell death inhibition; DENV2-infected cells, cytopathic effect rescue, plate reader; CPE inhibition, % at 9.99 µM; 350,000 compounds, 1.7% hits; AID 651640; in the data active = CPE inhibition above about 20%, passing the limit was not always enough; inconclusive = no clear call, values can overlap the other calls; tested in BHK-21 cells;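 note: 0% = median of neutral control wells and 100% = median of positive control wells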
* = called active by the depositor; ? = inconclusive; . = no result given; & = joins results of further samples. Only part of the results is shown. The share of hits here may be higher or lower than overall.

SMILES	E-selectin induc	PglD DTNB	S100A4 MyoIIA	Statin myotox sup	ERp5 inh	SIRT5 block	DENV2 CPE rescue
C[C@H](CO)N1C[C@H](C)[C@H](CN(C)Cc2ccncc2)Oc2cc(-c3ccccc3F)ccc2S1(=O)=O	-0.2&0.4	5&4&-3	-1&6&2	-29&-23&-43	7&1&-7	-5&-3&3	-4&-11&8
O=C(c1ccncc1)N1CC(=O)N2[C@H](CO)[C@@H](c3ccc(-c4ccccc4F)cc3)[C@H]2C1	0.0	.	-22	.	-1	-2	9
Cc1[nH]c(=O)c(C#N)c(C)c1CSc1ncccn1	-0.1	-8	2	.	1	1	1
COc1ccc(NC(=O)C2=NN(C3CCS(=O)(=O)C3)C(=O)CC2)cc1S(N)(=O)=O (centres undefined)	-0.3	-3	8	8	-2	3	1
COCCNC(=O)CSc1nc2sc(C)c(C)c2c(=O)n1-c1ccccc1	.	3	-3	-3	2	0	-3
Cc1noc(C)c1NC(=O)N(C)C[C@@H]1Oc2cc(C#CCN(C)C)ccc2S(=O)(=O)N([C@H](C)CO)C[C@@H]1C	-0.1	1	1	-3	-2	-5	?
Cc1ccc(OCCN2CCCC2)cc1	0.0	-3	-1	9	-2	0	-4
CCCNC(=S)N1CCC(C(=O)c2ccc(F)cc2)CC1	-0.1	-3	-1	-3	-3	-3	-1
O=C(NC(=S)NNC(=O)[C@H]1C[C@@H]1c1ccccc1)c1cccc(F)c1	.	3	-3	.	-3	2	11
Cc1noc(C)c1NC(=O)N(C)C[C@H]1Oc2ccc(NC(=O)CCC(F)(F)F)cc2C(=O)N([C@H](C)CO)C[C@H]1C	-3.6	-4	5	-2	-1	-2	-3
Cc1cc(/C=C2/SC(=O)N(CC(=O)OC(C)C)C2=O)c(C)n1C	.	-3	-3	0	1	-7	2
CC(C)NC(=O)N(C)C[C@@H]1Oc2ccc(NC(=O)Cc3ccccc3)cc2C(=O)N([C@@H](C)CO)C[C@H]1C	.	-3	-8	8	-4	-3	-3
COc1ccc(CCNC(=O)CN(c2cccc([N+](=O)[O-])c2)S(C)(=O)=O)cc1	2.8	1	-1	1	-2	-2	8
CC(=O)N(C)C[C@@H]1OCc2ccccc2-c2ccccc2C(=O)N([C@H](C)CO)C[C@@H]1C	-1.6	1	-6	-13	2	-3	0
CC(C)CC#Cc1ccc([C@H]2[C@@H](CO)N3C(=O)CN(C(=O)c4ccc5c(c4)OCO5)C[C@@H]23)cc1	-0.5	.	-9	.	-4	5	-2
COc1ccc(C(=O)NCC(=O)NCC(=O)OCc2ccc(Br)cc2)cc1	5.5	-3	1	7	-1	-8	-3
CC(C)NC[C@@H](O)COc1ccc(CC(N)=O)cc1	-0.3	2	0	3	-6	2	2
COc1ccccc1-c1ccc2c(c1)[C@H]1[C@H](CCN1S(=O)(=O)c1cccc(F)c1)[C@@H](CO)N2	-0.8	-10	.	17	.	.	.
Cc1cccc(CC(=O)N2CCC(n3nccc3NC(=O)C3CC3)CC2)c1	-3.1	4	-4	-6	7	-6	6
CN(C(=O)C=Cc1ccco1)c1ccccc1	0.8	-3	0	2	4	0	-6

Whole records, looked up by structure.
Shown for CC(C)CC#Cc1ccc([C@H]2[C@@H](CO)N3C(=O)CN(C(=O)c4ccc5c(c4)OCO5)C[C@@H]23)cc1 : E-selectin induc = -0.5; PglD DTNB = .; S100A4 MyoIIA = -9; Statin myotox sup = .; ERp5 inh = -4; SIRT5 block = 5; DENV2 CPE rescue = -2
Shown for CCCNC(=S)N1CCC(C(=O)c2ccc(F)cc2)CC1 : E-selectin induc = -0.1; PglD DTNB = -3; S100A4 MyoIIA = -1; Statin myotox sup = -3; ERp5 inh = -3; SIRT5 block = -3; DENV2 CPE rescue = -1
Shown for Cc1cccc(CC(=O)N2CCC(n3nccc3NC(=O)C3CC3)CC2)c1 : E-selectin induc = -3.1; PglD DTNB = 4; S100A4 MyoIIA = -4; Statin myotox sup = -6; ERp5 inh = 7; SIRT5 block = -6; DENV2 CPE rescue = 6

Compounds listed so far that have two or more sulfur atoms (two):
SMILES	E-selectin induc	PglD DTNB	S100A4 MyoIIA	Statin myotox sup	ERp5 inh	SIRT5 block	DENV2 CPE rescue
COc1ccc(NC(=O)C2=NN(C3CCS(=O)(=O)C3)C(=O)CC2)cc1S(N)(=O)=O (centres undefined)	-0.3	-3	8	8	-2	3	1
COCCNC(=O)CSc1nc2sc(C)c(C)c2c(=O)n1-c1ccccc1	.	3	-3	-3	2	0	-3

Next records follow:
SMILES	E-selectin induc	PglD DTNB	S100A4 MyoIIA	Statin myotox sup	ERp5 inh	SIRT5 block	DENV2 CPE rescue
Cc1ccc2c(N)c(C(=O)c3ccccc3)sc2n1	-0.4	-6	45	-29	-4	-2	-2
CC(C)(C)NC(=O)CN(Cc1ccccc1)S(=O)(=O)c1ccccc1	.	7	-1	8	-2	0	-1
CC1CCN(C(=O)c2ccc(CSc3ccc(Cl)cc3)cc2)CC1	.	0	0	.	4	-3	-4
Cc1ccc(NC(=O)Cn2nc(C)c(S(=O)(=O)N(C)C)c2C)cc1	0.3	.	7	-6	-5	-2	-7
CCOC(=O)C1CCN(CCC(=O)Nc2cccc(Cl)c2C)CC1	.	-3	3	0	3	-4	.
c1ccc(-c2nc3ccccn3c2NC2CCCC2)nc1	.	-1	-17	.	-7	-5	.
CCCNC(=O)C[C@@H]1CC[C@H]2[C@H](COc3ccc(NC(=O)C4CCCC4)cc3C(=O)N2C)O1	0.2	1	-3	-9	5	2	7
O=C1C(CCCNC(=S)NCc2ccccc2)NC(=S)N1Cc1ccccc1 (centres undefined)	.	-2	2	-5	2	-1	.
COc1ccc(S(=O)(=O)NCC2CCCN(C(=O)c3ccccc3)C2)cc1 (centres undefined)	2.2	.	0	.	-1	1	7
Cc1ccc(C(C)NC(=O)C2CCCC2)cc1C (centres undefined)	.	-1	-2	15	4	4	-2
O=C(CCCc1nc2ccccc2s1)NCc1ccccc1	0.4	-2	4	.	-1	2	-9
OCCN1CN(c2ccccc2)C(=S)N(c2ccccc2)C1	-0.3	.	-5	.	0	.	14
C[C@@H]1CN([C@H](C)CO)C(=O)c2cc(NC(=O)Nc3ccc(C(F)(F)F)cc3)ccc2O[C@@H]1CN(C)C(=O)Nc1ccc2c(c1)OCO2	-0.3	2	-1	-32	5	15*	18
CC(C)NC(=O)N(C)C[C@H]1Oc2ccc(NS(=O)(=O)c3ccc(Cl)cc3)cc2CC(=O)N([C@H](C)CO)C[C@H]1C	5.6	-7	-1	-25	-1	4	6
Cc1ccc(-n2c(SCC(=O)NCC3CCCO3)nc3ccccc3c2=O)cc1C (centres undefined)	-2.8	.	2	.	-3	-1	18
COC(=O)/C=C/c1cccc([C@H]2[C@@H]3C=CC[C@@H](C)[C@@H]3C(=O)N2Cc2ccccc2)c1	.	-2	0	32	-3	-2	?
Cc1ccc(NC(=O)Cn2nc([N+](=O)[O-])c(Br)c2C)cc1C	.	-5	-3	5	8	-2	4
O=C(Cn1cnc2ccccc2c1=O)NNC(=O)c1ccccc1F	0.1	5	-4	2	5	0	2
C[C@H]1CN([C@@H](C)CO)C(=O)c2cc(C#CCN(C)C)cnc2O[C@H]1CN(C)Cc1ccc2c(c1)OCO2	0.3	5	-3	1	-2	0	2
CC1CCN(C(=O)c2cc(-c3ccco3)on2)CC1	.	1	-1	6	-1	1	5
O=C(O)c1ccccc1C(=O)NCCCn1ccnc1	0.9	-2	-2	10	-2	-3	0
COc1ccc(Nc2nc(-c3cccs3)nc3ccccc23)cc1S(=O)(=O)N1CCOCC1	.	2	0	-51	10	5	2
COc1ccc(S(=O)(=O)Nc2ccc3c(c2)C(=O)N([C@H](C)CO)C[C@H](C)[C@H](CN(C)C(=O)Nc2ccc(C(F)(F)F)cc2)OCCCC[C@H](C)O3)cc1	0.0	0	-4	.	1	0	76*
Cc1ccc(S(=O)(=O)NCCC(=O)NCCc2ccccc2)cc1	0.3	3	-4	9	18	-2	-5
Cc1nc(NCc2ccc(S(N)(=O)=O)cc2)c2c(C)c(C)sc2n1	.	-5	-10	-12	1	-3	-4
O=C(O)Cc1ccc(NC(=O)c2ccc(Cl)c(Cl)c2)cc1	.	3	-1	0	2	-1	-10
COc1ccc(CCNC(=O)CSc2nc3ccsc3c(=O)n2Cc2ccccn2)cc1OC	0.1	0	2	2	-3	.	3
Cn1cc(C(=O)C(=O)N2CCc3ccccc32)c2ccccc21	2.6	-5	1	-2	-7	-2	2
COc1ccc(CCNC(=O)c2cc(C3CC3)on2)cc1OC	-0.8	.	1	19	4	-5	-6
COc1ccccc1CNC(=O)C[C@H]1C[C@H]2c3cc(NC(=O)CC4CC4)ccc3O[C@H]2[C@@H](CO)O1	-0.4	2	.	5	.	.	-8
Cc1nc2n[nH]c(N)c2nc1C	-3.3	.	-1	1	1	-1	-4
C[C@H](CO)N1C[C@H](C)[C@H](CN(C)CC2CC2)Oc2cc(-c3cccc(F)c3)ccc2S1(=O)=O	-1.9	-5	-4	4	2	-2	16
C/C(=N\Nc1nccnc1Cl)c1ccc(F)cc1	.	.	3	.	-6	.	-6
CCCOc1ccccc1C(=O)N(Cc1ccc(C)o1)C1CCS(=O)(=O)C1 (centres undefined)	.	-3	-2	10	1	-1	-5
CO[C@H](CN(C)C(=O)c1ccc2c(c1)OCO2)[C@H](C)CN([C@@H](C)CO)S(=O)(=O)c1ccc(Cl)cc1	-0.1	0	-3	-4	3	-5	-3
C/C(=N\O)c1c(O)cc(-c2ccccc2)n(-c2ccccc2)c1=O	.	8	-16	.	-1	-3	-2
O=C(CN1C(=O)NC2NC(=O)NC21)N/N=C/c1ccc(F)cc1 (centres undefined)	.	.	-7	.	0	-4	.
O=c1[nH]c2ccccc2nc1CCc1ccccc1	0.1	.	0	.	7	2	5
COc1ccc(NC(=O)Nc2ccc3c(c2)C(=O)N([C@@H](C)CO)C[C@@H](C)[C@@H](CN(C)C(=O)C2CCCCC2)OCCCC[C@@H](C)O3)cc1	0.2	1	1	47	-3	2	14
O=C(Nc1cccc(F)c1)N1CC(=O)N2[C@H](CO)[C@H](c3ccc(-c4ccc(F)cc4)cc3)[C@H]2C1	-0.3	.	15	.	0	3	-1
CN(Cc1ccccc1)C(=O)CCC1CCN(S(C)(=O)=O)CC1	-0.1	-6	4	-13	3	-3	7
COc1ccc(CNC(=O)CSc2n[nH]c(N)n2)cc1OC	2.7	2	-2	0	1	-2	-3
CCCCn1c(N)c(N(C)C(=O)c2cc3c(F)cccc3s2)c(=O)[nH]c1=O	.	-6	-2	-1	10	7	-6
COc1ccc(N2C(=O)C3C(C2=O)C2C=CC3C23CC3)c([N+](=O)[O-])c1 (centres undefined)	.	-3	-3	-3	-3	0	-2
O=C(NCc1ccco1)c1ccc(NS(=O)(=O)c2cccc([N+](=O)[O-])c2)cc1	0.1	-6	-5	-3	-2	-1	8
O=C(Cc1cccnc1)N[C@@H]1CC[C@@H](CCn2cc(Cc3ccccc3)nn2)O[C@@H]1CO	0.1	-2	8	2	-3	-3	-4
CC1(C(=O)Nc2cccc(Oc3ccccc3)c2)Cc2c(-c3ccccc3)ccnc2O1 (centres undefined)	0.0	2	-22	2	1	-3	5
C/C(=N\NC(=O)c1ccc2ccccc2c1)c1cccnc1	0.1	0	-3	.	-2	10	0
